TWEAK-Fn14 inh: blocks TWEAK-Fn14 interaction in a reporter cell assay. TWEAK-stimulated Fn14 reporter cells, luciferase luminescence, 8 h. inhibition, % at 10 µM. 360,000 compounds, 2% hits. AID 1159606; in the data active means inhibition above about 50%
TLR9-MyD88 block: inhibitors of human TLR9-MyD88 binding. CHO BLA complementation TLR9-MyD88, CCF4 FRET ratio. 340,000 compounds, 0.21% hits. AID 504734. inhibition, % at 4.98 µM;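 active means inhibition above the mean over all tested compounds plus 3 SD, cut at about 21% in these data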;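 further: 0% = DMSO only wells and 100% = clavulanate BLA inhibitor control wells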
NOD2 RIPK2 PPI: blocks binding of human NOD2 to RIPK2. O43353. CHO BLA complementation NOD2-RIPK2, CCF4 ratio. inhibition, % at 4.98 µM. 360,000 compounds, 0.38% hits; in the data active means inhibition above about 21%;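 further: 0% = vehicle only and 100% = reference blocker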
NR2F2 inh: blocks human COUP-TFII nuclear receptor | P24468 | HEK293T NGFI-A luciferase reporter, luminescence | inhibition, % at 8.6 µM | 370,000 compounds, 0.7% hits | AID 686940;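 active means inhibition above a per-plate cutoff, mean inhibition of test wells between control levels plus 3 SD, cut at about 38% in these data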;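 further: cells cotransfected with COUP-TFII expression vector driving the NGFI-A reporter; 0% = median of COUP-TF2 test wells and 100% = reporter-only cells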
SRC2 inh: inhibits human steroid receptor coactivator 2. Q15596. HEK293 GAL4-SRC2 luciferase reporter, luminescence. inhibition, % at 9 µM. 370,000 compounds, 0.17% hits. AID 651957;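 active means inhibition above the mean inhibition of all tested compounds plus 3 SD, set per campaign, cut at about 52% in these data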;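 further: 0% = DMSO treated cells and 100% = cells given Gossypol at 36 µM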
NCOA3 inh: inhibits human SRC3 coactivator; Q9Y6Q9; 360,000 compounds, 0.17% hits; inhibition, % at 3.6 µM; HEK293 GAL4-SRC3 luciferase reporter, luminescence;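 active means inhibition above a per-campaign cutoff, the mean of all compounds plus 3 SD, cut at about 60% in these data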;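 further: 0% = DMSO-treated cells and 100% = gossypol-treated cells at 36 µM; higher means less SRC3-driven luciferase light from the GAL4 reporter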
Granule exo inh: blocks lytic granule exocytosis; 360,000 compounds, 0.66% hits; inhibition, % at 10 µM; TALL-104 LAMP-1 surface exposure, flow cytometry; cells stimulated with thapsigargin and PMA;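 active means inhibition above about 55%, limit read from the data; inconclusive means no clear call, values can overlap the other calls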
ABHD5-PLIN5 inh: ABHD5-PLIN5 protein interaction inhibition. Split G. princeps luciferase complementation, luminescence, 4 h. inhibition, % at 4 µM. Q00G26+Q8WTS1. AID 602281. 360,000 compounds, 0.78% hits;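 active means inhibition above the mean inhibition across every tested compound plus 3 SD, cut at about 22% in these data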;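 further: 0% = DMSO only wells and the 100% control is not disclosed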
TROY signal inh: inhibitors of TROY-dependent NF-kB signaling | 360,000 compounds, 0.98% hits | Q293 LMP1-TROYcd NF-kB luciferase reporter, 4 h | AID 1347056 | inhibition, % at 10 µM;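 active means compounds whose plate-normalised and pattern-corrected inhibition of the luciferase reporter signal at the single screening dose is 50% or more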
LRH-1 inv ag: suppresses constitutive activity of human LRH-1; inhibition, % at 3.6 µM; 360,000 compounds, 0.13% hits; HEK293T StAR-luciferase reporter, LRH-1 transfected, 24 h;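 active means inhibition above the mean inhibition of all tested compounds plus 3 SD, cut at about 73% in these data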;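 further: 0% = DMSO wells and 100% = reporter-only cells lacking LRH-1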
NCOA1 inh: inhibitors of human steroid receptor coactivator 1 (SRC1); HEK293 GAL4-SRC1 luciferase reporter, luminescence; inhibition, % at 3.6 µM; Q15788; AID 588354; 360,000 compounds, 0.12% hits;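 active means inhibition above the campaign mean plus 3 SD, with each screening campaign given its own cutoff, cut at about 60% in these data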;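 further: 0% = DMSO treated cells and 100% = gossypol at 36 µM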
Numbers without * were called inactive; ? = inconclusive; . = not tested or not shown. A portion of the library (hit frequency here may not be typical).

cpd	SMILES	ABHD5-PLIN5 inh	TWEAK-Fn14 inh	NOD2 RIPK2 PPI	TLR9-MyD88 block	NR2F2 inh	LRH-1 inv ag	NCOA3 inh	TROY signal inh	NCOA1 inh	Granule exo inh	SRC2 inh
1	CC(=O)Nc1ccc(S(=O)(=O)Nc2cc(Cl)ccc2N2CCOCC2)cc1	8.3	-3.4	-6.2	-0.1	0.5	10.4	0.3	-5.7	-1.9	1.1	10.8
2	COc1ccc(C(CNC(=O)c2ccc(S(=O)(=O)N3CC(C)CC(C)C3)cc2)N(C)C)cc1 (stereo not given)	7.6	6.0	4.1	1.1	-3.2	-0.5	1.6	-4.1	-9.3	12.5	-18.2
3	CN(Cc1nc(Cc2ccccc2F)no1)Cc1cccc2ncccc12	4.8	22.8	-7.5	-17.2	35.2	10.9	21.3	17.4	16.6	-0.6	10.4
4	Fc1ccccc1NC(=S)Nn1cnnc1	8.7	26.4	-0.3	6.6	21.8	14.5	0.5	3.6	-0.1	-4.0	14.3
5	CCOC(=O)N1CCN(C(=O)c2ccccc2-c2ccccc2)CC1	-2.4	17.0	8.9	-1.7	-11.7	25.6	8.3	10.5	-2.8	4.7	13.1
6	CC1CN(S(=O)(=O)c2ccc(CN3C(=O)c4cccnc4C3=O)cc2)c2ccccc2O1 (stereo not given)	13.1	-10.2	-4.2	-8.8	-16.4	-11.9	7.4	25.5	-11.7	-0.5	-12.9
7	COc1ccc(NC(=O)NNC(=O)COc2ccc3ccccc3c2)cc1OC	9.8	-3.2	-1.6	-18.7	14.9	-9.6	16.8	-20.7	24.5	3.5	8.5
8	CCOC(=O)C1CCN(S(=O)(=O)c2c(C)n[nH]c2C)CC1	3.4	-1.3	-1.3	1.0	8.0	3.4	7.2	-13.0	-2.4	-0.6	1.4
9	COC(=O)CNC(=O)COC(=O)/C=C/c1ccccc1[N+](=O)[O-]	1.9	17.2	-8.9	6.5	12.2	13.5	3.8	-8.7	-1.9	-4.0	11.2
10	O=C(c1cccs1)N1CCC(c2nc3c(nnn3Cc3ccccc3Cl)c(=O)[nH]2)CC1	6.3	2.3	-9.4	-5.2	12.4	2.3	3.4	0.3	12.5	-3.5	10.0
11	CCOCCCNC(=O)/C(C#N)=C/c1cc(OC)c(O)c([N+](=O)[O-])c1	-0.2	34.9	-1.9	-4.3	-17.9	11.0	12.7	18.9	6.0	0.1	-5.6
12	O=C(COC(=O)CCc1ccc(S(=O)(=O)N2CCOCC2)cc1)NC1CCCC1	6.9	27.9	2.5	-3.8	1.5	-5.1	11.5	-11.2	4.4	5.8	9.4
13	O=C(NCC1CCCO1)c1onc(CSc2ccccc2F)c1C(=O)O (stereo not given)	0.6	9.8	2.9	-4.4	8.7	11.7	-1.8	-13.3	-8.6	3.7	-8.8
14	COc1cc(OC)cc(C(=O)NNC(=O)c2ccccn2)c1	8.2	-1.7	-3.3	-0.9	8.6	11.2	-11.3	-4.5	25.4	-2.9	-1.2
15	CC(C)(C)c1ccc(CN(Cc2ccco2)Cc2nnnn2C2CCCC2)cc1	0.7	-3.8	-10.3	-3.6	14.7	-4.8	7.5	-0.9	-6.4	-0.4	-2.7
16	Cc1ccc(N(CC(N)=O)C2SC(=O)N(C)C2=O)cc1 (stereo not given)	-2.8	-1.9	-3.0	-4.5	-9.5	-2.5	11.4	-22.1	-7.7	-2.0	-16.9
17	O=C(c1ccc([N+](=O)[O-])cc1)N1CCN(C(=O)C2CCCCC2)CC1	-5.9	3.9	0.6	-2.3	-2.7	-1.6	-1.7	-9.1	-16.9	-9.9	-1.5
18	CCn1c(SCCC(C)C)nnc1-c1c[nH]c2ccccc12	7.1	-3.4	2.2	0.8	15.0	11.3	16.9	14.8	21.2	0.4	4.0
19	O=C(CN1CCN(Cc2ccccc2F)C1=O)NCCc1ccc(Cl)cc1	5.0	-8.1	-8.0	6.3	0.5	14.2	20.9	-14.3	6.5	1.8	-8.0
20	Nc1nonc1C(=O)NCCNS(=O)(=O)c1ccc(F)cc1	-7.6	2.0	-1.6	1.3	-1.4	0.4	17.1	11.7	5.1	-4.2	-2.0
21	Cn1c(C(=O)OCC(=O)NCc2ccco2)cc2sccc21	23.1*	22.9	2.4	8.8	-7.4	-0.1	-25.6	9.4	-3.9	-2.5	-17.2
22	CC(CNS(=O)(=O)c1ccccc1)(c1ccccc1)N1CCCCC1 (stereo not given)	-1.5	-11.9	-3.2	-1.3	17.2	1.7	18.6	4.8	19.7	-10.1	-4.3
23	Cc1ccccc1NC(=O)CNc1ccccc1C(=O)NCc1ccco1	2.9	-9.5	-7.4	-3.4	10.1	11.3	4.3	-28.6	0.7	-0.2	-1.2
24	C=C(C)CSc1nc(N)c2c(C)c(C)sc2n1	-5.2	-14.9	-4.9	1.3	-4.2	-3.5	-45.0	-46.8	-33.3	-2.2	-36.1
25	COc1ccc([N+](=O)[O-])cc1CSc1ccccn1	0.8	-12.2	-5.6	-1.2	-11.7	-14.6	18.0	-6.9	-5.7	-2.0	6.1
26	CN(C)/C=C/C(=O)c1ccc(S(=O)(=O)c2ccccc2)cc1	1.7	6.0	4.3	3.9	-7.1	9.3	15.2	-9.3	-12.5	7.4	15.0
27	CC(C)C1COC(c2cccc3ccccc23)=N1 (stereo not given)	-4.3	-2.0	-3.5	-5.5	-19.5	-77.7	-110.5	-75.8	-93.6	-4.7	-20.1
28	COc1ccc(S(=O)(=O)NC2CC2)cc1C(=O)N1CCOCC1	-1.7	1.5	-11.0	2.4	5.9	-1.6	-3.1	4.9	4.8	0.5	3.0
29	COc1cc(CNC2CCCCCCC2)ccc1OCC(N)=O	2.8	1.0	-20.5	2.1	11.5	3.0	-53.6	-15.7	-42.0	-8.1	-25.2
30	Cc1cccc(N2C(=O)CC(Sc3ncn[nH]3)C2=O)c1 (stereo not given)	3.1	2.7	-3.1	-5.0	1.5	-2.1	11.6	5.6	-3.9	1.9	6.2
31	O=C(c1cccc([N+](=O)[O-])c1)N1CCCC(C(=O)N2CCN(c3ccccc3)CC2)C1 (stereo not given)	-2.9	6.3	-5.3	-6.3	-15.1	-2.4	7.4	7.0	-22.5	-1.9	3.1
32	C[C@@H]1CN([C@@H](C)CO)C(=O)CCCn2nncc2CO[C@@H]1CN(C)S(=O)(=O)c1ccc2ccccc2c1	0.2	-5.7	-6.2	13.1	5.5	-0.6	-13.5	-4.1	-3.7	15.5	-11.1
33	COc1ccc(Cc2nnc(SCC(=O)NC3CCCCC3)n2C)cc1	-5.1	-7.5	-6.0	-8.6	-14.4	-4.2	6.1	-14.4	4.0	-3.2	-0.3
34	C[C@@H]1CN([C@@H](C)CO)C(=O)CCCn2nncc2CO[C@H]1CN(C)C(=O)c1ccncc1	6.6	28.1	-8.5	3.9	-0.3	-5.2	-9.2	13.0	-4.5	1.5	11.0
35	O=C(Nc1ccccc1N1CCOCC1)c1ccccc1[N+](=O)[O-]	7.7	2.8	-6.1	1.6	4.8	-3.9	16.3	-14.5	-8.7	0.3	8.7
36	CCc1ccc2[nH]cc(S(=O)(=O)c3ccc(C)c(C)c3)c(=O)c2c1	-1.4	-7.4	6.5	13.3	4.0	-0.5	-13.7	15.3	7.3	8.0	-9.0
37	O=C(c1cc(Cl)cc(Cl)c1)N1CCN(c2cc(C(F)(F)F)nc3ccccc23)CC1	-0.8	-1.0	-9.5	.	10.1	27.1	15.6	30.5	-1.8	-2.4	6.9
38	C=C(C)c1cccc(C(C)(C)NC(=O)Nc2ncccn2)c1	-9.1	-20.0	-11.4	-8.9	-1.4	-13.0	-7.3	-0.7	2.5	-0.4	14.0
39	COc1ccc(CCNC(=O)c2cc(-c3cc(C)ccc3O)n[nH]2)cc1OC	3.1	-1.3	8.6	2.5	-0.6	-0.7	4.2	16.5	-1.5	-3.8	-24.0
40	O=[N+]([O-])c1ccc(NCCNS(=O)(=O)c2ccccc2)c(C(F)(F)F)c1	-0.5	12.8	-10.1	0.3	-5.0	1.8	-27.4	3.5	-10.0	-2.4	2.2
41	O=C(C=C1CCN(c2ncc(C(F)(F)F)cc2Cl)CC1)NNC(=O)Nc1ccc(Cl)cc1	1.3	-5.6	-3.9	-7.8	5.4	1.0	-4.6	-21.1	-10.0	1.0	-21.6
42	CCN(C(=O)COC(=O)c1ccc2c(c1)OCO2)c1ccccc1	0.9	-12.6	-4.2	2.8	-4.3	-5.0	-7.6	-20.7	17.1	39.8	1.0
43	COc1ccc(-n2c(N)c(C(=O)NCc3ccco3)c3nc4ccccc4nc32)c(OC)c1	28.9*	25.0	3.2	-3.3	-11.3	-10.1	-2.1	9.0	-24.2	4.7	-1.8
44	O=C(Nc1ccccc1)Nc1ccc(C(=O)N2CCCC2)cc1	-0.5	41.8	-19.0	4.4	-23.0	-116.2	-83.3	13.6	-74.3	-1.3	-44.9
45	CSc1ccc(CN(C)Cc2cc(=O)oc3c(C)c(C)ccc23)cc1	3.4	9.7	1.2	-8.6	14.6	3.3	-12.8	-12.8	-19.2	?	8.8
46	Cc1ccc(C(=O)N/N=C/c2ccc(-c3cccc(Cl)c3)o2)cn1	-4.0	8.7	-5.7	-0.6	3.8	-21.5	8.0	12.8	11.1	4.7	-2.8
47	CCCN1C(=O)SC(CC(=O)Nc2ccccc2)C1=O (stereo not given)	-2.3	20.4	1.7	-1.0	-20.9	32.2	3.4	-18.8	-13.9	-0.5	-32.8
